BCR signal inh – blocks chronic active B-cell receptor signaling. ABC-DLBCL IkBa-CBG/CBR reporter, luminescence ratio, 4 h. Potency, µM (titrated, usually from 46.1 µM), inactives show top-dose ratio change, negative = lower green/red ratio, actives largely listed as inhibitors. 0.05% of 340,000 active. AID 493014; active means well fitted inhibition curve with a large enough effect in the signal ratio, with a control signal flat, not every such curve was filed as active; inconclusive means small, poorly fitted or top-dose-only effect, or effect the other way, or a change in a side signal; the % refers to the signal ratio;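 further: potency means the concentration at half of the fitted maximal effect; plate controls were basal doxycycline-induced cells for no effect and cells given 10 µM MG132 for full effect; MG132 reads +100%, hits lower the ratio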
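Compounds up to 46 uM were incubated four hours with TMD8 cells whose green CBG68 luciferase is fused to IkappaBalpha; red CBR luminescence normalised the signal, and concentration-effect curves were fitted to fusion, red and ratio data.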
PTAP TSG101 blk – blocks PTAP/TSG101 interaction to inhibit HIV-1 budding; Q99816; Fluorescence polarization, FITC-PTAP peptide / Tsg101 binding; Potency, µM (titrated, usually from 115 µM), for the others: top-dose activity change, negative = inhibition, actives largely listed as inhibitors; 340,000 tested, under 10 active; active means well fitted inhibition curve with a large enough effect in the main read-out, with a control signal flat, not every such curve was filed as active; inconclusive means small, poorly fitted or top-dose-only effect, or effect the other way, or a change in a side signal; inactive means no such curve, though single readings can be large or run the other way; further: potency means the concentration at half of the fitted maximal effect; % of control where 0% means no effect
Target sequence (Q99816 whole entry, looked up): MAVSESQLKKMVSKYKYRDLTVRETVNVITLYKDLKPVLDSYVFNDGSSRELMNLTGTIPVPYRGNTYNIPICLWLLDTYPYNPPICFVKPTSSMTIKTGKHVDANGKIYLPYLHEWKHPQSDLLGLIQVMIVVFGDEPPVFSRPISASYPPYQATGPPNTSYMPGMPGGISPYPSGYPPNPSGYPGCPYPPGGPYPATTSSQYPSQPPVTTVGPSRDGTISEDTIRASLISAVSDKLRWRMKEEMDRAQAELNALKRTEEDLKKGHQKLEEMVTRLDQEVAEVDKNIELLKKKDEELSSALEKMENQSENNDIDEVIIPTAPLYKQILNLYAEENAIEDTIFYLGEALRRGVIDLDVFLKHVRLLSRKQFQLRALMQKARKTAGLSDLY
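Compounds were pin-transferred onto Tsg101 binding domain (10 uM final) in HEPES pH 7.5 buffer, then FITC-PTAP peptide was added at 50 nM final. After 20 min at RT, polarization reported peptide displacement across a qHTS concentration series.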
TSHR antagonist – antagonists of human thyroid stimulating hormone receptor; TSHR-expressing cells, TSH-stimulated cAMP HTRF, 2 h; stronger effect = lower value; activity change, negative = inhibition, % at 11.5 µM; 0.2% of 330,000 active;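 active means activity change below a set negative limit, meaning inhibition stronger than a set level, cut at about -70% in these data; inconclusive means activity change between two set negative limits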; further: on the % scale 0 is the no-effect control and ±100 the full control effect
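Freshly harvested TSHR cells receive pin-tooled compound, then EC80 TSH at 4nM final. After 2 hours at 37 deg C, antibody in lysis buffer and cAMP-d2 are added; 30 minutes at ambient temperature precede the HTRF read.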
S-ASM inh – blocks human secretory acid sphingomyelinase; P17405; placental ASM, HMU-PC fluorogenic substrate, 60 min; AID 504937; 0.006% of 340,000 active; Potency, µM (doses to about 57.5 µM), inactives show at the highest dose activity change, negative = inhibition, actives largely listed as inhibitors; further: potency means the concentration at half of the fitted maximal effect
Target sequence (P17405 47-631 limits assumed): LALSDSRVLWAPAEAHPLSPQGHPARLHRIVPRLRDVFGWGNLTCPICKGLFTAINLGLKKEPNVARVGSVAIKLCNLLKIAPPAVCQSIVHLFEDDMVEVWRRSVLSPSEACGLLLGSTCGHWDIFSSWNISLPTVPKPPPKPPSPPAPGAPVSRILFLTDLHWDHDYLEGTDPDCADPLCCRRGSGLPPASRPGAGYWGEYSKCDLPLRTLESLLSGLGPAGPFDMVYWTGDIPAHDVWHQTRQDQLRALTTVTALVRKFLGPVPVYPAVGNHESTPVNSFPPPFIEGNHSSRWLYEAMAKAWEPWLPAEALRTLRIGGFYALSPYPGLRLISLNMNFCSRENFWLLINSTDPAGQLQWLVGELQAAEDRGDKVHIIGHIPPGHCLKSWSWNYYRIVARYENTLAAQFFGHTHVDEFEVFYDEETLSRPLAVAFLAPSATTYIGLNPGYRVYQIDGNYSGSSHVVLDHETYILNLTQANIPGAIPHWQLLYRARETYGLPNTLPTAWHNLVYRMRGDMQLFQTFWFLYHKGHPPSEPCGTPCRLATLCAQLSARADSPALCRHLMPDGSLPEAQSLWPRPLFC
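Human placenta-derived ASM enzyme was preincubated with compound for 10 minutes at room temperature, then given fluorogenic substrate HMU-PC0 (9 uM final) for 60 minutes at 37 °C; a pH 10 stop preceded fluorescence reading at Ex 386/Em 447 nm.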
Integrin act MD – integrin-mediated muscular dystrophy alleviation activation; 0.064% of 350,000 active; Potency, µM (series often up to 38.3 µM), for the others: at the top dose activation, hits mostly activators; alpha7betagal myoblasts, beta-gal FDG fluorescence, 48 h; AID 624291;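 further: potency means the concentration at half of the fitted maximal effect; 100% = response of the positive control SU9516; nearly all actives have a fitted effect of over 60% in size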
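alpha7betagal+/- myoblasts (passage 13, 250/well) treated 48 h at 37C with compounds at 1:260 dilution of DMSO stock. Lysed, then beta-galactosidase activity read as FDG fluorescence (ex 480/em 540) after 30 min, with pre-read for autofluorescence.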
TCR act – activates T cell receptor signaling | 330,000 tested, under 10 active | primary human leukocytes, anti-CD3, IL-2 HTRF, 48 h | Potency, µM (highest dose often 9.22 µM), for the others: top-dose activation of IL-2 secretion, usual class: activators; further: % of control where 0% means no effect
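Human primary leukocytes + a-CD3 beads + cpd, 48 hr; IL-2 in supernatant by HTRF (ex 320nm / em 665nm). No co-stimulatory signal supplied.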
A-T KAP1 phos – candidate therapy for ataxia-telangiectasia; […] A-T fibroblasts, KAP-1 phosphorylation AlphaLISA; neocarzinostatin DNA damage 30 min before lysis; 0.19% of 320,000 active; Potency, µM (titrated, usually from 57.5 µM), without a hit: at the top dose activation, hits mostly activators; AID 485349; further: potency means the concentration at half of the fitted maximal effect; % of control where 0% means no effect; nearly all actives have a fitted effect of over 45% in size
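hTERT-immortalized A-T patient fibroblasts ([…]), 500 cells/well in OPTI-MEM, 1% FBS, got compounds for 60 min, then NCS for 30 min at 37C. Lysates were then assayed for phospho-KAP-1 by AlphaLISA (anti-pKAP1 donor, anti-KAP1 acceptor beads), 6 hr at 25C.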
Mito fusion yeast – inhibitors of mitochondrial division or activators of mitochondrial fusion; 0.23% of 320,000 active; AID 485298; S. cerevisiae fusion-defective mutant growth rescue, CellTiterGlo 48 h; Potency, µM (highest dose often 46.1 µM), inactives show at the highest dose growth rescue (activation), actives largely listed as activators;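 further: potency means the concentration at half of the fitted maximal effect; % of control where 0% means no effect; nearly all actives have a fitted effect of over 45% in size; temperature-sensitive fusion mutants such as fzo1-1 at 37 °C on non-fermentable ethanol glycerol medium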
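Temperature-sensitive fusion-defective S. cerevisiae (e.g. fzo1-1, mgm1-5) were grown with compound in YPEG medium (3% ethanol, 3% glycerol) for 48 hours at 37C. Growth rescue was measured as viability by CellTiterGlo luminescence after 10 minutes at ambient.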
ELG1 DNA repair – inhibitors of ELG1-dependent DNA repair in HEK293T cells; HEK293T ELG1-luciferase reporter, luminescence, 16 h; DNA damage induced by 5-fluorouridine; Potency, µM (series often up to 46.1 µM), for the others: at the highest dose activity change, negative = inhibition, actives largely listed as inhibitors; 2.3% of 330,000 active; AID 504467; further: potency means the concentration at half of the fitted maximal effect; on the % scale 0 is the no-effect control and ±100 the full control effect; nearly all actives have a fitted effect of over 55% in size
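Luminescence from the luciferase reporter, measured 30 min after ONE-Glo reagent at room temperature, was the read-out. Beforehand, 2,000 cells per well were exposed for 16 hr at 37 °C to 5-fluorouridine together with compound or vehicle.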
Tb PFK block – inhibitors of T. brucei phosphofructokinase | 0.17% of 330,000 active | O15648 | T. brucei PFK, ADP-Glo luminescence | Potency, µM (doses to about 57.5 µM), inactives show at the highest dose activity, negative = inhibition, most hits filed as inhibitors;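 further: potency means the concentration at half of the fitted maximal effect; 0% = uninhibited 1x PFK enzyme wells and -100% = no-enzyme wells; nearly all actives have a fitted effect of over 60% in size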
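1.25 nM PFK with 0.5 mM F6P and 0.1 mM ATP in 0.1 M TEA pH 8.0, 5 mM MgCl2, incubated 45 min at room temperature; ADP measured by ADP-Glo luminescence; compounds titrated up to 57 uM.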
Eya2 phos inh – blocks the phosphatase activity of human Eya2; recombinant Eya2, OMFP fluorescence dephosphorylation (OMFP is methylfluorescein phosphate); 0.006% of 330,000 active; O00167; Potency, µM (series often up to 76.9 µM), for the others: at the top dose activity, negative = inhibition, usual class: inhibitors; further: potency means the concentration at half of the fitted maximal effect; on the % scale 0 is the no-effect control and ±100 the full control effect
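Eya2 (0.2 uM) preincubated 10 min at ambient with compound, then OMFP substrate added at 50 uM; 10 min reaction in 50 mM HEPES pH 7.5, 50 mM NaCl, 5 uM MgCl2, 0.05% BSA, 1 mM DTT. Fluorescence read at Ex 485/Em 525 nm.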
Starred values were filed as active, the others as inactive; [ ] = dose if it differs, or a comment. Unless noted, the call rests on the fitted dose curve; in most records, active means well fitted curve in the direction sought with a large enough effect; inconclusive means small, poorly fitted or top-dose-only effect, or another doubt; inactive means no such curve, though single readings can be large; an effect the other way counts as inactive or inconclusive.

For Cc1c(C(c2cccs2)c2c(C)n(C)n(-c3ccccc3)c2=O)c(=O)n(-c2ccccc2)n1C the results were BCR signal inh -15.2%, PTAP TSG101 blk -4.8%, TSHR antagonist -2.4, S-ASM inh 5.7%, Integrin act MD -14.2%, TCR act -5.7%, A-T KAP1 phos 6.2%, Mito fusion yeast -3.1%, ELG1 DNA repair 12.5%, Tb PFK block 1.1% and Eya2 phos inh -17.2%.
Screening CC1Cc2cc(/C(O)=C3/C(=O)C(=O)N(Cc4ccco4)C3c3cccs3)ccc2O1 (centres undefined) returned BCR signal inh 5.4%, PTAP TSG101 blk -2.0%, TSHR antagonist -3.6, S-ASM inh -0.6%, Integrin act MD 4.1%, TCR act 0.4%, A-T KAP1 phos -2.1%, Mito fusion yeast -5.0%, ELG1 DNA repair inconclusive, Tb PFK block -16.4% and Eya2 phos inh 16.7%.
Screening COc1ccc(CNC(=O)COC(=O)C2CC3C=CC2C3)cc1 (centres undefined) returned BCR signal inh -7.6%, PTAP TSG101 blk -1.4%, TSHR antagonist -4.3, S-ASM inh -0.5%, Integrin act MD inconclusive, TCR act 9.9%[46.1 µM], A-T KAP1 phos 16.5%, Mito fusion yeast -0.6%, ELG1 DNA repair 5.9%, Tb PFK block 5.8% and Eya2 phos inh -0.7%.
`O=C(COc1ccc(F)cc1)N(Cc1cccs1)C1CCS(=O)(=O)C1` (centres undefined) gave BCR signal inh -3.5%, PTAP TSG101 blk -1.3%, TSHR antagonist 9.0, S-ASM inh 6.3%, Integrin act MD -8.0%, TCR act 7.1%, A-T KAP1 phos 10.2%, Mito fusion yeast 2.6%, ELG1 DNA repair -0.9%, Tb PFK block -0.7% and Eya2 phos inh -7.2%.
For Cc1nnsc1C(=O)N1CCC(C(=O)c2ccccc2)CC1 the results were BCR signal inh 4.4%, PTAP TSG101 blk 0.9%, TSHR antagonist 14.0, S-ASM inh 4.8%, Integrin act MD 3.7%, TCR act 1.4%, A-T KAP1 phos -5.5%, Mito fusion yeast 1.4%, ELG1 DNA repair -4.1%, Tb PFK block 1.6% and Eya2 phos inh 11.0%.
`CCOc1ccc(NC(=O)c2cccc(-n3cccc3)c2)cc1S(=O)(=O)N1CCOCC1` gave BCR signal inh inconclusive, TSHR antagonist -23.5, A-T KAP1 phos -2.6%, Mito fusion yeast 10.0%, ELG1 DNA repair inconclusive, Tb PFK block inconclusive and Eya2 phos inh 0.1%.
Screening CC1(C)C2([N+](=O)[O-])CN3CC1([N+](=O)[O-])CN(C2)C31CCCC1 returned BCR signal inh -4.7%, PTAP TSG101 blk -5.4%, TSHR antagonist -1.8, S-ASM inh 2.8%, Integrin act MD 7.8%, TCR act 2.5%, A-T KAP1 phos -1.1%, Mito fusion yeast -0.6%, ELG1 DNA repair -3.2%, Tb PFK block -1.0% and Eya2 phos inh 3.5%.
CCN(CC)S(=O)(=O)c1cccc(NC(=O)COC(=O)C2COc3ccccc3O2)c1 (centres undefined) was read as BCR signal inh -2.2%, PTAP TSG101 blk -1.1%, TSHR antagonist -5.4, S-ASM inh -2.4%, Integrin act MD 16.2%, TCR act -0.1%[46.1 µM], A-T KAP1 phos 2.9%, Mito fusion yeast -3.8%, ELG1 DNA repair -5.8%, Tb PFK block -2.8% and Eya2 phos inh -3.6%.
`Cc1nc2c(-c3ccccc3)c(C)nn2c(C)c1CCC(=O)N1CCOCC1` gave BCR signal inh 2.6%, PTAP TSG101 blk -5.7%, TSHR antagonist 6.3, S-ASM inh -2.3%, Integrin act MD -19.0%, TCR act -4.5%, A-T KAP1 phos 5.6%, Mito fusion yeast -0.8%, ELG1 DNA repair -4.6%, Tb PFK block -9.2%[0.46 µM] and Eya2 phos inh -0.6%.
Screening CC(C)Cn1c(N)c(C(=O)COC(=O)c2cc(C(F)(F)F)nc3ccccc23)c(=O)n(C)c1=O returned BCR signal inh 3.3%, PTAP TSG101 blk 1.3%, TSHR antagonist -3.0, S-ASM inh -16.4%, Integrin act MD 8.0%, TCR act 1.9%, A-T KAP1 phos -4.1%, Mito fusion yeast 4.7%, ELG1 DNA repair inconclusive, Tb PFK block -0.8% and Eya2 phos inh 4.2%.
Screening C=CCNC(=S)N/N=C/c1ccc(C)c([N+](=O)[O-])c1 returned BCR signal inh inconclusive, PTAP TSG101 blk -1.5%, TSHR antagonist 0.2, S-ASM inh -1.6%, Integrin act MD -16.9%, TCR act 1.3%[46.1 µM], A-T KAP1 phos 0.6%, Mito fusion yeast 16.2%, ELG1 DNA repair -17.9%, Tb PFK block -7.4% and Eya2 phos inh 0.2%.
COc1ccc(NC(=O)Nc2ccc3c(c2)C(=O)N([C@@H](C)CO)C[C@@H](C)[C@@H](CN(C)CC2CCCCC2)O3)cc1 was read as BCR signal inh 0.8%, PTAP TSG101 blk 2.6%, TSHR antagonist -0.4, S-ASM inh -1.9%, Integrin act MD 38.3%, TCR act 0.0%, A-T KAP1 phos -2.8%, ELG1 DNA repair inconclusive, Tb PFK block -2.1% and Eya2 phos inh 3.6%.
Screening c1ccc2c(c1)nc(CN1CCOCC1)n1c3ccccc3nc21 returned PTAP TSG101 blk -1.2%, S-ASM inh -0.3%, Integrin act MD -13.0%, TCR act 2.2% and Mito fusion yeast 4.4%.
`CCCOc1ccc(-c2nc(C#N)c(N3CCc4ccccc4C3)o2)cc1` gave BCR signal inh 0.8%, PTAP TSG101 blk -10.1%, TSHR antagonist -2.0, S-ASM inh -1.4%, Integrin act MD 12.9%, TCR act -5.3%, A-T KAP1 phos 4.5%, Mito fusion yeast 0.8%, ELG1 DNA repair 2.7%, Tb PFK block 1.2% and Eya2 phos inh -7.9%.
`CC(=O)Nc1ccccc1C(=O)N1CCc2ccccc21` gave BCR signal inh -0.6%, PTAP TSG101 blk -2.8%, TSHR antagonist 10.8, S-ASM inh 2.3%, Integrin act MD 2.3%, TCR act 1.7%, A-T KAP1 phos 2.0%, Mito fusion yeast 6.7%, ELG1 DNA repair 2.3%, Tb PFK block 4.8% and Eya2 phos inh 14.4%.
For O=C1[C@H]2[C@@H](c3ccc(Cl)cc3)N3C(=O)N(c4cccc(Br)c4)C(=O)[C@@]3(Cc3ccc(Cl)cc3)[C@H]2C(=O)N1C1CCCCC1 the results were BCR signal inh 19.4%, PTAP TSG101 blk -0.9%, TSHR antagonist 3.8, S-ASM inh -5.7%, Integrin act MD -24.7%, TCR act -10.8%, A-T KAP1 phos 0.3%, Mito fusion yeast 4.4%, ELG1 DNA repair -7.2%, Tb PFK block -1.1% and Eya2 phos inh -2.5%.
Screening CC(=O)OCC(OC(C)=O)C(OC(C)=O)C(OC(C)=O)C(=O)Nc1ccccc1C (centres undefined) returned BCR signal inh 3.1%, PTAP TSG101 blk -8.3%, TSHR antagonist 1.0, S-ASM inh -0.2%, Integrin act MD 5.8%, TCR act -2.6%, A-T KAP1 phos -1.1%, Mito fusion yeast 1.8%, ELG1 DNA repair 0.0%, Tb PFK block 1.6% and Eya2 phos inh 14.8%.
For COc1ccc(OC)c(S(=O)(=O)N2CCN(C(=O)c3ccco3)CC2)c1 the results were BCR signal inh -1.0%, PTAP TSG101 blk 1.1%, TSHR antagonist 28.0, S-ASM inh 1.2%, Integrin act MD -18.7%, TCR act -2.6%, A-T KAP1 phos 7.9%, Mito fusion yeast 2.2%, ELG1 DNA repair -0.8%, Tb PFK block -4.8% and Eya2 phos inh -12.0%.
Screening CCOC(=O)N=Nc1c(O)n(CC)c2ccccc12 returned BCR signal inh 0.7%, PTAP TSG101 blk -2.4%, TSHR antagonist -1.2, S-ASM inh -0.2%, Integrin act MD 6.8%, TCR act -3.4%[46.1 µM], A-T KAP1 phos -7.1%, Mito fusion yeast 0.4%, ELG1 DNA repair -4.3%, Tb PFK block -2.7% and Eya2 phos inh 5.8%.
For Nc1nnc(CCCCCCCCCCc2nnc(N)s2)s1 the results were BCR signal inh -7.6%, PTAP TSG101 blk -0.5%, TSHR antagonist -22.4, S-ASM inh 1.8%, Integrin act MD 4.0%, TCR act -10.7%, A-T KAP1 phos 6.9%, Mito fusion yeast -2.1%, ELG1 DNA repair 2.3%, Tb PFK block 1.5% and Eya2 phos inh -0.7%.

High-throughput results from PubChem.
